# ABCB6 inh MLPCN – blocks the human ABCB6 transporter. K562-ABCB6 porphyrin accumulation, flow cytometry, 1 h; stronger effect = lower value. fluorescence ratio to DMSO, % at 10 µM. 360,000 compounds, 0.19% hits;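 active = fluorescence ratio to DMSO below 75%, the collection mean minus 3 SD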;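 also: signal is porphyrin accumulated inside mitochondria; 100% equals median channel fluorescence of DMSO control wells; lower ratio means ABCB6 inhibition with less porphyrin fluorescence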
# Cardio protect – modulators protecting cardiomyocytes from myocardial damage | H9c2 cardiomyocytes, H2O2 injury protection, ATPLite, 2 h | protection from H2O2 cell death, % at 20 µM | 360,000 compounds, 0.63% hits;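 active = compounds giving at least 50% protection of heart cells from peroxide-induced death in the single-dose screen, raw or plate-pattern-corrected value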;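 also: 0% = DMSO wells with peroxide and 100% = DMSO wells without peroxide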
# N-glyco inh – N-linked glycosylation inhibition; AID 588692; reporter increase, % at 12.5 µM; 360,000 compounds, 0.23% hits; D54 ERlucT glycosylation luciferase reporter, 24 h; percent of 100 nM tunicamycin response;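 active = mean luciferase reporter signal, scaled so untreated is 0 and the glycosylation-blocking control 100, at or above a set limit in every replicate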;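 also: luciferase carries N-glycosylation sites so blocking glycosylation raises the light; 0% = median of neutral control wells and 100% = median of 100 nM tunicamycin wells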
# HTR2A ag – activates the mouse 5-HT2A serotonin receptor | AID 624169 | P35363 | activation, % at 7.6 µM | CHO-K1 mHTR2A beta-arrestin complementation, luminescence; percent of 30 µM serotonin response | 360,000 compounds, 0.66% hits;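 active = activation above a run cutoff, the mean activation of all tested compounds plus 3 SD, cut at about 14% in these data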;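 also: 0% = plate median of compound wells and 100% = 30 µM serotonin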
# NCOA2 inhibitor – inhibits human steroid receptor coactivator 2; HEK293 GAL4-SRC2 luciferase reporter, luminescence; 370,000 compounds, 0.17% hits; Q15596; inhibition, % at 9 µM;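 active = inhibition above the mean inhibition of all tested compounds plus 3 SD, set per campaign, cut at about 52% in these data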;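 also: 0% = DMSO treated cells and 100% = cells given Gossypol at 36 µM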
# TLR9-MyD88 block – blocks human TLR9 binding to MyD88. AID 504734. inhibition, % at 4.98 µM. CHO BLA complementation TLR9-MyD88, CCF4 FRET ratio. 340,000 compounds, 0.21% hits. Q9NR96+Q99836;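 active = inhibition above the mean over all tested compounds plus 3 SD, cut at about 21% in these data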;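 also: 0% = DMSO only wells and 100% = clavulanate BLA inhibitor control wells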
# Target sequence (Q99836 whole entry, looked up): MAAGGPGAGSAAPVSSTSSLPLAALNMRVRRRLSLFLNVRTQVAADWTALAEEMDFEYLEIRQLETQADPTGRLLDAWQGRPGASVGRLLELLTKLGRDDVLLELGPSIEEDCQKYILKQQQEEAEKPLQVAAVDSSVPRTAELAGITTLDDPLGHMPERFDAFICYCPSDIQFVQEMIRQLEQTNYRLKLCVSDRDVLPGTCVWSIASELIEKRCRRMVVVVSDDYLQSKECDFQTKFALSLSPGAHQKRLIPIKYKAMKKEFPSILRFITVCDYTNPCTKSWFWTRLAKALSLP
# Target sequence (Q9NR96 whole entry, looked up): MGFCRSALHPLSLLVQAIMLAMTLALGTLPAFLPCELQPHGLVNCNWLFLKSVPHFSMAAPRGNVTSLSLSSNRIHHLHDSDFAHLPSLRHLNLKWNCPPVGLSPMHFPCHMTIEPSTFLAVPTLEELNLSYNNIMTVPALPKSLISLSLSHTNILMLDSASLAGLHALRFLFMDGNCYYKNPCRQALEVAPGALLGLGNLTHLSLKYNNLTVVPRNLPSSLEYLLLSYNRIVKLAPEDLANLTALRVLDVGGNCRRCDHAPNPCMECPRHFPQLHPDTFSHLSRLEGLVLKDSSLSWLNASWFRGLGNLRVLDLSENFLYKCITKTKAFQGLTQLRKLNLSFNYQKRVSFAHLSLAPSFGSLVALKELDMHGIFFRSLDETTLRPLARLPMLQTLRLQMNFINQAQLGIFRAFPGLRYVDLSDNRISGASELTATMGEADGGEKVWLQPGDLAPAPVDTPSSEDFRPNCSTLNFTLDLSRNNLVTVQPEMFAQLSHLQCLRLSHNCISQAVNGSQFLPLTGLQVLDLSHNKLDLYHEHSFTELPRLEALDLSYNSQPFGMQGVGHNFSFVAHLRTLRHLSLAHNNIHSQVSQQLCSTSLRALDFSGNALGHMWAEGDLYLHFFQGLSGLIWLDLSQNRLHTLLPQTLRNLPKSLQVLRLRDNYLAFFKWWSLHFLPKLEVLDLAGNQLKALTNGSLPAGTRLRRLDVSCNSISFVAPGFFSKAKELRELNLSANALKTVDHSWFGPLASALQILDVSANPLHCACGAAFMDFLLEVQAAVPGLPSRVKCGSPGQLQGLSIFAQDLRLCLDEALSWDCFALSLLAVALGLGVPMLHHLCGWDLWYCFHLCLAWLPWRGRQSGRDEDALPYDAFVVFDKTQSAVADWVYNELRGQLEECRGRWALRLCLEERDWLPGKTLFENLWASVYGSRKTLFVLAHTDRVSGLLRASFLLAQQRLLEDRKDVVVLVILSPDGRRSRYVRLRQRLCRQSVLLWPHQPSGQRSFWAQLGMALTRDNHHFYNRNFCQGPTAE
# MC4R ag barr – human MC4R agonism via beta-arrestin | U2OS MC4R beta-arrestin complementation, luminescence; percent of melanotan II response, DMSO zero | P32245 | 360,000 compounds, 0.98% hits | AID 540308 | activation, % at 8.9 µM;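 active = activation above a per-plate cutoff, the mean activation of sample wells on that plate plus 3 SD, cut at about 8% in these data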
# NOD2 RIPK2 PPI – inhibitors of human NOD2-RIPK2 interaction | 360,000 compounds, 0.38% hits | inhibition, % at 4.98 µM | CHO BLA complementation NOD2-RIPK2, CCF4 ratio; in the data active = inhibition above about 21%;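 also: 0% = vehicle only and 100% = reference blocker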
# ABHD5 PLIN5 PPI – inhibitors of human ABHD5-perilipin-5 interaction | 360,000 compounds, 0.78% hits | inhibition, % at 4 µM | Split G. princeps luciferase complementation, luminescence, 4 h;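 active = inhibition above the mean inhibition across every tested compound plus 3 SD, cut at about 22% in these data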;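 also: 0% = DMSO only wells and the 100% control is not disclosed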
# MC4R antag cAMP – blocks human MC4R cAMP signaling; 360,000 compounds, 0.48% hits; MC4R-expressing cells, MTII-stimulated cAMP, LANCE TR-FRET; P32245; inhibition, % at 6.5 µM; AID 540295;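 active = inhibition above its plate's cutoff, the mean of tested wells on that plate plus 3 SD, cut at about 29% in these data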;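 also: 0% = Melanotan II alone and 100% = Melanotan II plus saturating MCL0020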
#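 system = U2OS cells with stable human MC4R expression | also added = Melanotan II challenge after compound preincubation | dosing = one concentration, 6.5 µM nominal | incubation = compound 30 min, challenge 1 h, detection 1 h | measured by = TR-FRET with Eu-cAMP and labeled anti-cAMP, 671 nm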
# * = called active by the depositor; nt = no result given. An excerpt; rates above refer to the full screens.
mol	ABCB6 inh MLPCN	Cardio protect	N-glyco inh	HTR2A ag	NCOA2 inhibitor	TLR9-MyD88 block	MC4R ag barr	NOD2 RIPK2 PPI	ABHD5 PLIN5 PPI	MC4R antag cAMP
O=C(COC(=O)c1cc2ccccc2o1)NCc1ccco1	96	9	0	3	-16	-3	-0.8	6	0	-2
O=C(NCCO)c1cccc(-c2cccc3nncn23)c1	101	3	-2	-3	13	nt	0.5	-7	1	2
O=C(Cc1ccc([N+](=O)[O-])cc1)Nc1nccs1	87	1	2	-2	7	-7	0.6	-3	-10	7
Cc1cccc(C)c1OCC(=O)Nc1ncn[nH]1	97	-1	2	0	-13	4	-0.4	8	3	1
CCOc1ccc(Oc2ccc(-c3nnc(-c4ccccc4)o3)cc2[N+](=O)[O-])cc1	88	-2	2	10	0	-4	-1.6	-10	6	21
CC(c1ccncn1)N(C)Cc1nc(-c2ccc(C(F)(F)F)cc2)no1 (centres undefined)	105	-4	-3	0	22	5	-1.6	-9	-5	13
C/C(=N\NC(=O)C(c1ccccc1)c1ccccc1)c1ccccn1	97	48	-17	4	-100	4	-3.8	2	-1	-1
COc1ccc(-c2cn3c(C)c(C(=O)NC(C)(C)C)sc3n2)cc1	93	-6	-1	-3	-26	0	0.0	-10	-3	0
COc1ccc(NS(=O)(=O)c2cc(-c3cnc(C4CC4)o3)ccc2C)cc1	108	3	10	-1	11	8	-0.7	-2	-4	-6
CC(C)NC(=O)Nc1ccc2c(c1)C(=O)N([C@@H](C)CO)C[C@H](C)[C@H](CN(C)S(=O)(=O)c1ccccc1)OCCCC[C@H](C)O2	97	8	-2	-2	-1	-8	0.6	7	0	10
O=C1O[C@@H](c2ccccc2)C[C@@H](O)C(=O)CCCc2ccccc21	93	nt	nt	-2	-27	nt	nt	-10	-2	nt
Cc1nc2c(C)cccn2c(=O)c1NC(=O)COc1ccccc1	95	2	8	-11	-34	5	0.3	2	-3	19
CC(C)[C@H](NC(=O)OCc1ccccc1)C(=O)OCC(=O)c1ccccc1	93	-9	1	2	-32	-10	-0.8	1	-1	-1
NC(=O)c1nnsc1-c1ccc(-c2snnc2C(N)=O)cc1	100	0	0	8	-24	4	-0.8	-6	1	6
CC(=O)Nc1cccc(Oc2nc(NCC3CC3)nc3ccsc23)c1	98	-9	-2	-2	-16	nt	-1.2	8	-2	6
Cn1nnc(NCc2cc(Br)ccc2OCc2cccs2)n1	104	-3	1	-5	3	4	-0.9	-6	-1	3
CCc1ccc(NC(=O)C(=O)N/N=C(\C)CC(=O)NCc2ccc(Cl)cc2)cc1	101	-11	0	1	-1	-4	1.6	-4	-2	4
CC(=O)c1ccc(NC(=O)C2CC(=O)N(Cc3ccccc3)C2)cc1 (centres undefined)	94	1	2	-4	-36	-5	-0.8	11	3	13
Cc1ccc(-c2nnc(-n3ncc(C#N)c3N)c3ccccc23)cc1C	96	-2	-1	2	6	8	3.7	-2	6	13
CCN(C(=O)COC(=O)CNC(=O)c1sc2ccccc2c1Cl)C1CCCCC1	98	-9	0	-7	-11	-11	-2.5	7	-6	12
COC(=O)C(C)Sc1nnc(-c2ccncc2)o1 (centres undefined)	107	1	0	2	14	-7	0.2	1	5	25
CC(=O)c1c(N2CCN(C)CC2)nc(=S)n(-c2cc(C)ccc2C)c1C	105	8	2	3	-14	3	-0.1	-1	1	21
CC(C)C[C@H](NC(=O)c1nc[nH]c1C(=O)N[C@@H](CCCCNC(=O)OC(C)(C)C)C(=O)OC(C)(C)C)C(=O)OC(C)(C)C	94	16	-6	0	-2	-4	-0.5	-3	3	9
Cc1ccccc1C(=O)OC1CCCN(C)C1 (centres undefined)	98	11	-3	3	8	4	0.1	2	-5	18
O=C(NC1CCCC1)C(c1ccccc1)N(Cc1ccc2c(c1)OCO2)C(=O)Cc1cccs1 (centres undefined)	90	33	-3	-1	23	-6	-0.5	2	-1	11
COc1ccc(N(C(=O)c2snc(C(N)=O)c2N)C(C(=O)NC2CCCC2)c2cc(OC)ccc2OC)cc1 (centres undefined)	82	1	-4	-11	14	2	0.8	2	-9	14
COc1c(Cl)c(=O)oc2ccc(Cl)cc12	103	15	2	3	7	-5	0.8	-2	-5	1
Cc1ccc(N(CC(=O)N2CCCCCC2)S(C)(=O)=O)cc1	79	-6	-1	3	-9	-3	-1.1	-4	3	3
COc1cc(O)c(C(CC(=O)N2CCCC(C)C2)c2cc(OC)c(OC)c(OC)c2)c(OC)c1 (centres undefined)	92	21	3	5	11	1	-2.2	0	7	3
COC(=O)c1cccc(NC(=O)CSc2nc3cccnc3n2C)c1	93	-22	-2	2	26	-7	-1.9	9	-1	-8

# An excerpt of the results above, for reference:
mol	ABCB6 inh MLPCN	Cardio protect	N-glyco inh	HTR2A ag	NCOA2 inhibitor	TLR9-MyD88 block	MC4R ag barr	NOD2 RIPK2 PPI	ABHD5 PLIN5 PPI	MC4R antag cAMP
CC(C)C[C@H](NC(=O)c1nc[nH]c1C(=O)N[C@@H](CCCCNC(=O)OC(C)(C)C)C(=O)OC(C)(C)C)C(=O)OC(C)(C)C	94	16	-6	0	-2	-4	-0.5	-3	3	9
Cc1ccccc1C(=O)OC1CCCN(C)C1 (centres undefined)	98	11	-3	3	8	4	0.1	2	-5	18
O=C(NC1CCCC1)C(c1ccccc1)N(Cc1ccc2c(c1)OCO2)C(=O)Cc1cccs1 (centres undefined)	90	33	-3	-1	23	-6	-0.5	2	-1	11
COc1ccc(N(C(=O)c2snc(C(N)=O)c2N)C(C(=O)NC2CCCC2)c2cc(OC)ccc2OC)cc1 (centres undefined)	82	1	-4	-11	14	2	0.8	2	-9	14
COc1c(Cl)c(=O)oc2ccc(Cl)cc12	103	15	2	3	7	-5	0.8	-2	-5	1
Cc1ccc(N(CC(=O)N2CCCCCC2)S(C)(=O)=O)cc1	79	-6	-1	3	-9	-3	-1.1	-4	3	3
COc1cc(O)c(C(CC(=O)N2CCCC(C)C2)c2cc(OC)c(OC)c(OC)c2)c(OC)c1 (centres undefined)	92	21	3	5	11	1	-2.2	0	7	3
COC(=O)c1cccc(NC(=O)CSc2nc3cccnc3n2C)c1	93	-22	-2	2	26	-7	-1.9	9	-1	-8

# Going on with the list.
mol	ABCB6 inh MLPCN	Cardio protect	N-glyco inh	HTR2A ag	NCOA2 inhibitor	TLR9-MyD88 block	MC4R ag barr	NOD2 RIPK2 PPI	ABHD5 PLIN5 PPI	MC4R antag cAMP
CC(=O)NCCNC(=O)c1ccc(-n2c(C)ccc2C)cc1	104	5	9	2	0	5	-0.7	-9	2	8
CCS(=O)(=O)N1CCC(C(=O)NCc2ccco2)CC1	95	7	2	6	-18	6	-1.4	6	4	8
O=C(Cn1nc(C(F)(F)F)c2c1CCCCC2)N1CCOCC1	95	12	-3	0	-3	-13	-1.5	-4	3	6
COc1ccccc1C(=O)N/N=C(\C)CC(=O)Nc1ccc2c(c1)OCCO2	102	0	-1	-7	-18	-1	-0.7	-7	11	9
CCc1nnc(NS(=O)(=O)c2ccc(NC(=S)NC(=O)/C=C/c3ccccc3)cc2)s1	103	-4	1	-3	-3	-4	-1.4	4	-1	10
NS(=O)(=O)c1ccc(NC(=S)N2CCc3ccccc32)cc1	98	-2	0	2	0	3	-1.4	-9	-6	-5
Cc1ccc(-n2c(C)cc(C(=O)Cn3nc(C(=O)O)c4ccccc4c3=O)c2C)cc1	96	-14	-4	-6	9	1	-0.4	4	2	9
O=C(CSC1=NCCS1)N1CCCC1	111	11	0	-2	7	-6	-1.3	-3	-4	3
Cc1cccc(CN2CCN(CC(=O)NCc3ccc(F)cc3)C2=O)c1	95	-1	0	2	-16	1	0.4	-4	8	1
CC1=CCC(C(=O)O)C(C(=O)Nc2ccc(-c3nc4ccc(C)cc4s3)cc2)C1 (centres undefined)	97	-13	-11	-1	-16	10	-2.3	-11	4	0
O=c1cc(CSc2n[nH]c(-c3ccncc3)n2)nc2sccn12	95	0	-2	2	-2	1	-2.2	1	6	-10
CCOC(=O)Cc1c(C)nc2c(-c3ccc(Cl)cc3)cnn2c1C	94	-5	-3	0	-14	10	-2.6	-4	-1	17
COc1ccccc1NC(=O)CN1CCN(CC(=O)Nc2cc(C)ccc2OC)CC1	97	-8	-3	1	-6	-1	0.8	3	-6	22
O=C(COc1ccc([N+](=O)[O-])cc1)NNC(=S)NC(=O)c1ccc(Br)cc1	101	12	1	1	5	-8	-1.2	-5	-7	0
O=C(CNS(=O)(=O)c1c(F)cc(F)cc1Br)OCC(=O)N1CCCC1=O	106	1	3	-1	1	4	-1.6	3	-3	14
Clc1ccc(CN(Cc2ccc(Cl)cc2)c2nn[nH]n2)cc1	92	-7	-2	2	6	-10	-0.8	-1	2	20
CCCCOc1cccc(C(=O)NC(=S)Nc2ccc(Cl)c(C(=O)O)c2)c1	100	-3	5	-1	-1	-1	-4.0	1	4	0
CN(Cc1cnn(C)c1)C(=O)C1CCC(=O)N(C2CCCCCC2)C1 (centres undefined)	100	2	3	0	4	-17	-1.7	-10	2	17
CC(C)(C)c1cc(CCC(=O)NNC(=S)NC(=O)c2ccccc2)cc(C(C)(C)C)c1O	98	8	0	1	nt	3	-8.1	5	-6	-9
O=C(NCCOc1ccccc1)c1cccc(S(=O)(=O)N2CCN(Cc3ccccc3)CC2)c1	103	-5	-3	4	8	0	4.0	2	6	8
O=C(COC(=O)CCSc1ccc(Cl)cc1)Nc1ccc(F)cc1	101	0	2	3	7	-5	2.3	-2	1	3
COc1ccc(Cl)cc1NC(=O)CCNS(=O)(=O)c1cccc2nonc12	87	0	-3	-2	17	1	-1.0	-4	4	-3
O=C(CCn1cccc1)Nc1ccccc1F	100	8	0	-1	-31	-10	0.5	-2	-5	0
CC1Sc2ccc(C#N)cc2N(Cc2cccc(C(F)(F)F)c2)C1=O (centres undefined)	84	-3	-6	1	-7	nt	1.5	-15	-7	1
Cc1ccc(NS(=O)(=O)c2cc(C(=O)N3CCc4ccccc4C3)ccc2Cl)cc1	100	15	1	-2	-5	-9	0.8	3	-5	17
Cc1cccc(S(=O)(=O)Nc2ccc(C)c3c2OC(C)(C)C3)c1	94	-12	-2	-3	-3	5	2.9	-7	-4	5
CCOc1ccc(S(=O)(=O)N2CCN(C)CC2)c(C)c1C	99	4	1	4	6	-6	-0.1	-8	12	-7

# High-throughput results as filed in PubChem.
